FAS-TE inh = inhibitors of human fatty acid synthase thioesterase domain. P49327. recombinant FAS-TE, OMFH fluorogenic substrate, fluorescence endpoint. inhibition, % at 15 µM. 0.67% of 360,000 active;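 active means compounds whose normalised, plate-corrected inhibition of enzyme fluorescence in the single-dose primary screen is 50% or more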;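 further: 0% = DMSO with enzyme and 100% = substrate without enzyme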
bovine MsrA act = activators of bovine methionine sulfoxide reductase A | purified bovine MsrA, absorbance read-out | activation, % at 10.6 µM | 0.3% of 360,000 active | AID 602163; in the data active means activation above about 7.5%;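 further: 0% = vehicle and 100% = reference activator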
MT1-MMP act inh = inhibitors of human MT1-MMP activation. P50281. HT1080 RFP-PRO-GFP cells, GFP/RFP ratio fluorescence, overnight; percent of plate control window, DMSO zero. GFP/RFP ratio change, % at 20 µM. 0.061% of 360,000 active. AID 651647;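 active means GFP/RFP ratio change of at least 30% with cell ATP level not reduced by more than half and red fluorescence within 50% of control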; further: strong numbers were not always called active
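Assay system: HT1080 RFP-PRO-GFP cells | Dosing: 20 µM single dose, 1% DMSO | Incubation: Cells overnight before dosing, compound overnight, 37 °C, 5% CO2 | Evaluation: GFP/RFP fluorescence ratio | Control set: DMSO-only wells and HT1080 RFP-L50D-GFP cell wells as references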
Neddyl block = cullin neddylation inhibition. P61081+Q13564. TR-FRET cullin neddylation, biochemical. calls only at 25 µM. 0.58% of 360,000 active; in the data active means inhibition above about 36%
MsrA inhibitor = inhibits bovine methionine sulfoxide reductase A | inhibition, % at 15.5 µM | 0.75% of 360,000 active | purified bovine MsrA, absorbance read-out; in the data active means inhibition above about 4.5%;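 further: 0% = vehicle wells with enzyme and 100% = reference inhibitor wells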
CendR NRP1 mod = modulators of CendR peptide binding to human neuropilin-1; O14786; FAM-RPARPAR peptide binding to NRP-1, fluorescence polarization; inhibition, % at 25 µM; 0.85% of 360,000 active;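 active means inhibition or corrected inhibition above about 18%, plus a signal ratio from 0.5 to 1.5, limit read from the data, passing the limit was not always enough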; further: strong numbers were not always called active
Rin1 Abl inh = blocks binding of human Rin1 to Abl; P00519+Q13671; TR-FRET Rin1/Abl binding, biochemical; inhibition, % at 7.35 µM; 0.4% of 360,000 active; in the data active means inhibition above about 5%, passing the limit was not always enough
eLon inh = inhibitors of E. coli Lon protease. P0A9M0. purified E. coli Lon protease, fluorescence polarization. inhibition, % at 7.94 µM. 0.42% of 360,000 active. AID 602123; in the data active means inhibition above about 13%, passing the limit was not always enough;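 further: 0% = enzyme with probe and DMSO and 100% = no enzyme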
SKN-1 block = inhibitors of C. elegans SKN-1; C. elegans VP596 Pgst-4::GFP/RFP ratio, acrylamide-induced, 24 h; inhibition, % at 21.8 µM; 0.49% of 360,000 active; AID 624304;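 active means interference check ratio from 0.5 to 1.5 plus GFP to RFP signal ratio inhibition reaching or exceeding a fixed threshold, cut at about 30% in these data, passing the limit was not always enough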; further: some compounds called inactive have numbers as strong as hits
Active calls of the source: *; i = inactive; · = no result given.

SMILES	FAS-TE inh	bovine MsrA act	MT1-MMP act inh	Neddyl block	MsrA inhibitor	CendR NRP1 mod	Rin1 Abl inh	eLon inh	SKN-1 block
CCCOc1ccc(Cn2c(=O)oc3ccc(C)cc32)cc1OC	22	-1	1	i	1.6	5	5	16	7
Cc1ccc(NC(=O)c2cc(=O)c3ccccc3o2)c(C)c1	-2	2	-4	i	-0.5	-6	-4	-3	4
COc1cc2c(cc1NC(=O)c1ccco1)CCCC2	6	-2	-3	i	1.3	6	-1	3	26
Cc1cc(C)n(-c2ncc(C#N)cn2)n1	-5	-2	2	i	0.8	3	5	9	1
COc1ccc(C(=O)Nc2cccc(S(C)(=O)=O)c2)cc1	-11	-4	-1	i	-1.5	12	3	-2	-1
Cc1cc(C)cc(OCC(=O)OCC(=O)NCCC2=CCCCC2)c1	-10	-14	2	i	-1.4	2	1	9	-1
CCOc1cccc2cc(C(=O)NCc3cccnc3)c(=O)oc12	-4	-4	5	i	1.8	5	1	-7	13
Cc1ccc(-n2ccc(=O)c(C(=O)Nc3ccc(S(=O)(=O)Nc4nccc(C)n4)cc3)n2)cc1	-7	-6	5	i	1.6	-12	-1	5	11
Nc1nonc1C(=O)OCC(=O)N1CCOCC1	-10	-3	-2	i	-1.0	-5	-1	2	-23
COc1cccc(N(C(=O)c2ccco2)c2nc(-c3sc(NC(=O)c4ccco4)nc3C)cs2)c1	-1	-4	4	i	1.5	-7	0	-14	-2
Cc1ccccc1C(=O)N1CCC(C(=O)Nc2ccc(S(=O)(=O)N3C(C)CCCC3C)cc2)CC1 (stereo not drawn)	7	1	-3	i	0.6	-3	3	-6	-8
CCc1ccc(CNC(=O)C2CCN(S(=O)(=O)N3CC(C)CC(C)C3)CC2)cc1 (stereo not drawn)	1	-2	-11	i	-0.2	13	2	-14	-3

Arranged by value in eLon inh (low to high): some entries from above
SMILES	eLon inh
COc1cccc(N(C(=O)c2ccco2)c2nc(-c3sc(NC(=O)c4ccco4)nc3C)cs2)c1	-14
Nc1nonc1C(=O)OCC(=O)N1CCOCC1	2
CCCOc1ccc(Cn2c(=O)oc3ccc(C)cc32)cc1OC	16

Back to the main list, starting four compounds before the break.
SMILES	FAS-TE inh	bovine MsrA act	MT1-MMP act inh	Neddyl block	MsrA inhibitor	CendR NRP1 mod	Rin1 Abl inh	eLon inh	SKN-1 block
Nc1nonc1C(=O)OCC(=O)N1CCOCC1	-10	-3	-2	i	-1.0	-5	-1	2	-23
COc1cccc(N(C(=O)c2ccco2)c2nc(-c3sc(NC(=O)c4ccco4)nc3C)cs2)c1	-1	-4	4	i	1.5	-7	0	-14	-2
Cc1ccccc1C(=O)N1CCC(C(=O)Nc2ccc(S(=O)(=O)N3C(C)CCCC3C)cc2)CC1 (stereo not drawn)	7	1	-3	i	0.6	-3	3	-6	-8
CCc1ccc(CNC(=O)C2CCN(S(=O)(=O)N3CC(C)CC(C)C3)CC2)cc1 (stereo not drawn)	1	-2	-11	i	-0.2	13	2	-14	-3
COc1cc(C2NC(=S)NC(c3ccccc3)=C2C(C)=O)ccc1O (stereo not drawn)	-3	-2	0	i	2.9	5	0	2	2
Cc1ccc(OCC(=O)NCc2ccco2)c([N+](=O)[O-])n1	-3	-3	4	i	0.2	0	-3	4	5
CC(C)(C#N)C(C)(C)c1nn[nH]n1	-7	-2	4	i	-0.7	-19	0	1	8
Cc1cc(N2CCCCC2C)nc(-c2ccccc2O)n1 (stereo not drawn)	18	-14	-3	·	-0.4	-1	-1	4	8
CN(c1ccccc1)c1nc(N)c([N+](=O)[O-])c(Nc2ccccc2)n1	19	-4	6	i	2.3	-2	2	7	11
O=[N+]([O-])c1cccc(OCCCN2CCC(Cc3ccccc3)CC2)c1	40	-1	5	i	-0.3	7	-4	1	-14
O=C(O)c1cc(C2CC2)nn1-c1ccccc1	-10	0	-1	i	-0.6	-1	-2	2	-3
Cc1nn(-c2ccccc2)c(NC(=O)c2cccs2)c(-c2ccccc2Cl)c1=O	-3	-2	-6	i	0.1	-9	1	9	16
COc1cc(C(=O)OCC(=O)NC2CCCCC2)cc2c1OCCO2	-2	0	12	i	-0.5	14	-1	0	12
CC(=O)NNc1ncnc2c1cnn2-c1ccc(C)c(C)c1	-7	0	0	i	-1.1	0	0	1	-3
O=C(NCCc1ccccc1)C(c1ccc(F)cc1)N(C(=O)c1csnn1)C1CC1 (stereo not drawn)	1	-1	-2	i	0.3	6	2	-8	15
COc1cc(NC(=O)N2CCOCC2)cc(OC)c1	-5	0	0	i	-1.1	10	-2	1	-8
CCOc1ccc(N2Cc3ncccc3C2=O)cc1	-6	-2	-1	i	-0.4	-11	-3	-1	6
O=C1CC(NCC2CCCO2)C(=O)N1c1ccc(Cl)cc1 (stereo not drawn)	10	-5	0	i	-0.6	9	0	4	-6
COc1cc(NC(=O)Cn2c(=O)n(CC3CCCO3)c(=O)c3cc(OC)c(OC)cc32)cc(OC)c1 (stereo not drawn)	6	0	-1	i	1.7	-12	1	-7	-10
CC1(C(=O)NCc2cccc(C(F)(F)F)c2)CCN1C1Cc2ccccc2C1 (stereo not drawn)	20	3	-3	i	1.4	-12	-4	-16	-4
Cc1cc(O)ccc1-c1ccc2nncn2c1	-5	2	4	i	0.1	-9	1	-5	6
c1csc(-c2nc3ccccn3c2NC2CCCCC2)c1	5	-10	1	·	3.3	9	3	-11	2
Cc1noc(C)c1COc1ccccc1C(=O)NCCOc1ccccc1F	6	-3	0	i	0.0	1	0	0	3
Cc1nc([N+](=O)[O-])cn1CC(=O)Nc1ccc(F)c(Cl)c1	6	1	3	i	0.6	5	-1	-7	0
O=C(OCC(O)COc1ccccc1)c1ccc([N+](=O)[O-])cc1 (stereo not drawn)	47	-1	2	i	1.4	12	-1	2	-9
COc1ccc(C2Nc3ccccc3C(=O)N2NS(=O)(=O)c2ccc(C)cc2)cc1 (stereo not drawn)	6	-4	-8	·	0.3	5	5	-3	-4
COc1cc(Cn2c3ccc(NC(=O)CC(C)c4ccccc4)cc3c(=O)n2C)ccc1F (stereo not drawn)	-1	-4	7	·	0.3	-10	2	6	1
CC(=O)NCCOc1ccc(C(=O)O)cc1	-10	-5	1	i	-0.2	-6	-2	-12	-32
Cc1cc(C)n2c(SCC(O)=C(C#N)c3nc4ccccc4[nH]3)nnc2n1	-7	-9	-7	i	1.9	-34	4	-15	-12
Cn1c(=O)c2c(nc(SCCN3CCOCC3)n2Cc2ccc(F)cc2)n(C)c1=O	-3	-2	-1	i	0.9	-5	-2	-3	0
O=C(NNCc1ccccc1)c1ccccn1	3	1	0	i	0.3	-4	-1	2	6
CCOc1ccc(CCNC(=O)COC(=O)c2ccc(S(=O)(=O)N3CCCC3)cc2)cc1OCC	-1	-2	0	i	0.2	6	-2	11	4
CCOC(=O)Cc1nnc(NC(=O)c2cccc(OCC)c2)s1	-2	-2	3	i	1.5	-2	-1	-14	-7
Cn1cc([N+](=O)[O-])c(C(=O)N/N=C/c2ccccc2)n1	-5	0	1	i	1.2	-6	1	2	-3
COc1ccc(CN2CCN(CC(=O)Nc3ccccc3C(=O)NC3CC3)CC2)cc1F	-6	1	1	i	-1.3	6	-3	2	2
Oc1c(Cl)cc(Cl)cc1C=Nc1ccc2c(c1)OCCO2	-2	-1	-1	i	0.0	-71	0	-10	-4
COc1ccc(S(=O)(=O)Nc2ccc(F)c(F)c2)cc1Cl	8	-1	0	i	0.8	12	4	-4	14
Cc1ccc(NC(=O)COC(=O)c2ccc3ncsc3c2)c(C)c1	-4	-4	2	i	-0.7	-2	4	2	-6
CCN(CC)S(=O)(=O)c1ccc(N2CC(C(=O)N3CCOCC3)CC2=O)cc1 (stereo not drawn)	-2	-1	-1	i	0.8	9	1	-6	10
Cc1ccc(Cn2cnc3ccccc32)cc1	-4	-4	8	i	-0.1	7	1	-5	3
CC1(C)CC(=O)C2=C(C1)N(c1ccc(F)cc1)C(=O)CC2c1ccccc1 (stereo not drawn)	-2	0	6	i	-0.3	10	0	2	12
O=c1cc(C(F)(F)F)nc(-c2ccccc2)[nH]1	-6	-2	-6	i	-1.1	-4	-2	-15	10
Cc1sc2nc(SCC(=O)Nc3ccc(Cl)c(C(=O)O)c3)[nH]c(=O)c2c1C	-1	-1	1	i	-0.2	2	-1	-1	6
CN(C)C(=S)Nc1ccc(Cl)cc1	-8	-2	1	i	1.1	-1	3	-4	-6
COC(=O)c1ccc(NC(=O)c2c(C(=O)Nc3ccccc3)sc3nc(C)cc(=O)n23)cc1	-2	-2	-3	i	0.9	4	0	0	1
CCOc1cc(NC(=S)NCCCOC)c(OCC)cc1NC(=O)c1ccco1	-3	-1	5	i	0.8	1	-1	-1	1
O=C(CNC(=O)c1ccccn1)N/N=C/c1ccccc1	-4	0	2	i	-0.8	9	3	-8	-6
O=C(CN1CCN(CCC(=O)Nc2ccccc2F)CC1)Nc1ccc(F)cc1	1	-1	-1	i	-0.5	-10	-4	-1	1
O=C(Oc1ccccc1C(=O)Oc1ccccc1)c1ccco1	12	-9	1	i	-1.7	14	0	9	-7
O=C(NCc1ccccc1OC(F)(F)F)C1CCC(=O)N(Cc2cccc(F)c2)C1 (stereo not drawn)	-4	-3	1	i	-0.9	11	0	-1	21
CC1CCC(NC(=O)CNC(=O)Cc2cccc3ccccc23)CC1 (stereo not drawn)	2	-1	-1	i	0.5	9	-1	4	4
CC(C)c1cc(-c2cc(-c3ccc(Cl)cc3)on2)nc(NC2CCCC2)n1	5	-8	-5	i	-0.5	-4	-4	1	12
CCOC(=O)[C@]12CCC=C1N(Cc1cccc3ccccc13)C(=O)[C@H](CC(=O)NCc1cccc3ccccc13)C2	17	0	1	i	0.6	6	·	-3	9
COCCCNC(=O)c1c[nH]c2ccc(S(=O)(=O)N(C)c3ccccc3C)cc2c1=O	0	-12	5	i	0.8	-3	4	-1	-6
O=C1/C(=C\c2ccco2)NC(=S)N1c1ccccc1	8	-5	-15	i	1.4	-66	2	2	8
O=C1CC(c2ccc(S(=O)(=O)NCc3ccncc3)cc2)CN1 (stereo not drawn)	0	1	0	i	-0.2	-14	-3	4	7
O=C(c1cccc(S(=O)(=O)N2CCCCCC2)c1)N1CCN(Cc2ccccc2)CC1	5	-2	-4	i	0.2	11	-2	-5	-10
CC1=CC(C)(C)N(C(=O)Nc2ccccc2)c2ccccc21	5	0	-4	i	1.9	-11	-3	-1	5
COc1ccc(NC(=O)COC(=O)Cc2cccs2)cc1OC	-7	-2	4	i	-1.5	-10	-1	1	1
N/C(=N\OC(=O)c1ccco1)c1ccc(Cl)cc1	4	-3	-6	i	-0.5	7	0	-10	14
Cc1ccc(NC(=O)C(C)c2ccc([N+](=O)[O-])cc2)cc1Cl (stereo not drawn)	59*	20*	8	i	-1.0	-4	2	-1	5
Oc1ccc2ccccc2c1CNc1cnc2ccccc2c1	0	-5	1	·	1.2	-10	-2	7	3
Cc1cc(NC(=O)CS(=O)(=O)c2cn(Cc3ccc(F)cc3)c3ccccc23)no1	-4	-10	9	i	0.1	-10	3	-9	-5
Cc1ccc(S(=O)(=O)NCC(=O)N2CCOCC2)cc1	-2	-2	2	i	-1.2	0	-2	3	3

The listing continues.
SMILES	FAS-TE inh	bovine MsrA act	MT1-MMP act inh	Neddyl block	MsrA inhibitor	CendR NRP1 mod	Rin1 Abl inh	eLon inh	SKN-1 block
O=C(Nc1ccc2c(c1)OCCO2)C1c2ccccc2OCC(=O)N1Cc1ccccn1 (stereo not drawn)	-7	2	0	i	-0.4	-9	·	7	15
COc1ccc(NS(=O)(=O)c2cccc(C(=O)NCC3(N(C)C)CCCCC3)c2)cc1	-11	-4	2	i	-0.6	-6	3	-4	8
CCCCCCCCn1cc(C(C)=O)c(=O)[nH]c1=O	8	-5	2	i	-0.2	0	2	-7	-20
CC(C)OCCCNC(=O)CNC(=O)c1ccc(Cl)c(Cl)c1	-3	-4	2	i	-0.8	2	0	-11	3
Fc1cccc(NC(=S)Nc2cccnc2)c1	-4	-4	2	i	1.5	4	6	2	9

Source: PubChem BioAssay

The order is random; 4.2% or so of the library scored in one or more.
